# GPT2 inhibitor: blocks human glutamate pyruvate transaminase 2; hit rate 0.25% among 100,000; Recombinant GPT2, coupled pyruvate oxidase/HRP Amplex Red fluorescence; Potency, µM (series often up to 57.7 µM), for the others: at the top dose activity change, negative = inhibition, actives largely listed as inhibitors; AID 1671188; further: potency means the concentration at half of the fitted maximal effect; nearly all actives have a fitted effect of over 60% in size; many of its hits are not listed in these tables
#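 Inhibition is scored from Amplex Red fluorescence generated when pyruvate oxidase and HRP act on pyruvate released by GPT2. Reactions contain 10ng/uL enzyme, 250uM a-KG and 2mM L-alanine and run 30 min at room temperature.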
# SNCA expr inhib: SNCA gene expression inhibition; HEK-293 SNCA-luciferase knock-in, luminescence, 24 h; Potency, µM (highest dose often 57.2 µM), inactives show at the top dose activity change, negative = inhibition, most hits filed as inhibitors; hit rate 0.17% among 140,000;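 further: potency means the concentration at half of the fitted maximal effect; plate controls were DMSO cells for no effect and cell-free wells for full effect; nearly all actives have a fitted effect of over 45% in size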
# Luciferase inh: Photinus pyralis luciferase inhibition; P08659; purified P. pyralis luciferase, luminescence, biochemical; Potency, µM (titrated, usually from 115 µM), for inactives: at the highest dose activity change, negative = inhibition, usual class: inhibitors; hit rate 2.5% among 76,000; further: potency means the concentration at half of the fitted maximal effect; nearly all actives have a fitted effect of over 65% in size
# Target sequence (P08659 whole entry, looked up): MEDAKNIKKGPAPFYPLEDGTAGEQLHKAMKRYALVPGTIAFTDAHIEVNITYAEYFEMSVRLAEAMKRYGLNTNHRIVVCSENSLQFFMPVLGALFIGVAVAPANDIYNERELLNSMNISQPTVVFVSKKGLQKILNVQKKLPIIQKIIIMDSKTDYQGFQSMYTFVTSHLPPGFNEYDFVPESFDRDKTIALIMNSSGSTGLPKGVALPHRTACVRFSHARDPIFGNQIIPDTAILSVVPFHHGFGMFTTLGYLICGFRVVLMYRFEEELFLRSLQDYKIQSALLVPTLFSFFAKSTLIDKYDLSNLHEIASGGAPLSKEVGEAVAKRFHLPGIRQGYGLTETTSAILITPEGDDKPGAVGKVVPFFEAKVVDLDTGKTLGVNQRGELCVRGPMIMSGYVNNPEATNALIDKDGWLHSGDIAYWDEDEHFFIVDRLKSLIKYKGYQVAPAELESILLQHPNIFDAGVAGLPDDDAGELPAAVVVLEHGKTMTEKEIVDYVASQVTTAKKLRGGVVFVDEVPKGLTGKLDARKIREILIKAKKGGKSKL
#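 Cell-free enzyme assay, 10nM P. pyralis luciferase, luciferin and ATP each at 10uM. Inhibition profiled over a 6-point titration, read as luminescence.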
# IP6K1 inh: inhibitors of human IP6K1 | hit rate 0.81% among 140,000 | Q92551 | IP6K1 kinase, ADP-Glo luminescence, 2 h; stronger effect = lower value | activity change, % (series mostly up to about 58 µM); in the data active means activity change below about -25%
# Target sequence (Q92551 whole entry, looked up): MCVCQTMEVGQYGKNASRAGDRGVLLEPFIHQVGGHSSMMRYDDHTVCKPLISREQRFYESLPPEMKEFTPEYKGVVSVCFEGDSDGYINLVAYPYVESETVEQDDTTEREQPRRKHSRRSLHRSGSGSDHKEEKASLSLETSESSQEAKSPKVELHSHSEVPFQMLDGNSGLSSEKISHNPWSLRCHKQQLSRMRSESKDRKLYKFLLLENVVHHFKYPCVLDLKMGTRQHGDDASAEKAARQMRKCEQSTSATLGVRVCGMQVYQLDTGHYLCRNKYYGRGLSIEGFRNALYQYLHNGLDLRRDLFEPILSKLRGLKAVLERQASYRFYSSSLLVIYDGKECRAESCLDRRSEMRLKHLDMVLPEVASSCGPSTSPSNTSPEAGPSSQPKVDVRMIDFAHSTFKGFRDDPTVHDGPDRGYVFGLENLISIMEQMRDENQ
#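 ADP-Glo luminescence measures ADP made by human IP6K1 during a 2 h RT reaction with ATP/IP6 (mix at 1.3 mM/130 uM); top library doses 57.5 and 19.1 uM final.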
# SNCA viab count: cell viability loss counter-screen; HEK-293-SNCA-luc viability, GF-AFC fluorescence, 24 h; Potency, µM (highest dose often 57.1 µM), for the others: top-dose activity change, negative = cytotoxicity, usual class: cytotoxic; hit rate 0.12% among 150,000; AID 1671193;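 further: potency means the concentration at half of the fitted maximal effect; 0% = DMSO-treated cells and -100% = medium-only wells without cells; nearly all actives have a fitted effect of over 30% in size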
#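 Cytotoxicity counterscreen: after 24 h compound treatment of genome-edited SNCA-luciferase HEK-293 cells, live-cell protease substrate GF-AFC read by fluorescence after 30 min; activity scaled between DMSO (0%) and medium-only (-100%), curves Hill-fitted.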
# 3T3 cytotox: kills NIH 3T3 cells; AID 1345082; NIH 3T3 viability, CellTiter-Glo ATP luminescence, 48-72 h; hit rate 4.3% among 94,000; Potency, µM (series often up to 96.7 µM), for the others: top-dose activity change, negative = cytotoxicity, usual class: inhibitors; further: potency means the concentration at half of the fitted maximal effect; nearly all actives have a fitted effect of over 55% in size
#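 First NIH 3T3 cells are plated at 400 cells/well; next compound is pinned in; then plates incubate 48 or 72 hr at 37 °C; finally CellTiter-Glo is added and luminescence read after 10 min.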
# HEK293 tox: kills HEK 293 cells; HEK 293 viability, ATP luminescence (CellTiter-Glo), 48-72 h; Potency, µM (series often up to 115 µM), for the others: at the highest dose activity change, negative = cytotoxicity, most hits filed as inhibitors; hit rate 6.6% among 94,000; further: potency means the concentration at half of the fitted maximal effect; nearly all actives have a fitted effect of over 60% in size
#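 Viability of HEK 293 cells, plated at 250 cells/well, was judged by cellular ATP after compound treatment for 48 or 72 hr. Luminescence was imaged 10 min after CellTiter-Glo addition at room temperature.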
# The depositor's hits bear a star; i = inactive; ? = inconclusive; · = not tested or not shown; & = joins results of further samples; [ ] = dose if it differs, or a comment. Unless noted, the call rests on the fitted dose curve; in most records, active means well fitted curve in the direction sought with a large enough effect; inconclusive means small, poorly fitted or top-dose-only effect, or another doubt; inactive means no such curve, though single readings can be large; an effect the other way counts as inactive or inconclusive. Unless noted, on the % scale 0 is the no-effect control and ±100 the full control effect. Not all compounds are listed; count on the stated rates, not on these rows.
# Every second line gives: GPT2 inhibitor	SNCA expr inhib	Luciferase inh	IP6K1 inh	SNCA viab count	3T3 cytotox	HEK293 tox
1: COc1ccccc1Nc1ccnc(N2CCC(NC(=O)c3ccccc3F)CC2)n1
  -7%	-6%	·	-14	3%	-27%	?
2: Cc1nn(CC(=O)Nc2cccc(C(F)(F)F)c2)c(=O)c2nn(-c3ccccc3)c(C)c12
  ·	5%	·	12	14%	·	·
3: COCC(=O)Nc1c(C(=O)OC)n(CCCc2ccccc2)c2ncc(NC(C)CCO)cc12 (stereo unspecified)
  i	?	3%	8	?	-26%	?
4: O=C(NC1CCCCC1)[C@@H]1C[C@@H](O)CN1C1CCN(C(=O)c2n[nH]c3ccccc23)CC1
  5%	-12%	5%	12	-7%	1%	-2%
5: COc1ccccc1-c1cccc(CN2CCCC(C(=O)N(C)C)C2)c1 (stereo unspecified)
  -3%[88.5 µM]	3%[87.6 µM]	·	0	9%[87.6 µM]	?	?
6: Cc1ccc(CN2CC[C@@](C)(O)[C@H](N3CCCC3)C2)s1
  i	-23%	15%	9	-3%	?	?
7: CNCCN(C)C(=O)C1CCCN(C2CCN(C3Cc4ccccc4C3)CC2)C1 (stereo unspecified)
  -12%	3%	-2%	14	-16%	?	?
8: Cc1ccc(CNC(=O)c2cccc(N3CCCS3(=O)=O)c2)cc1
  ·	-6%	·	37	9%	·	·
9: OCc1nnc(C2CC(Nc3ncnc4ccccc34)C2)n1C1CC1 (stereo unspecified)
  -3%	?	2%	0	-4%	i	3%
10: COC(=O)c1ccc(C2Nc3c(C)cc(C)cc3C3C=CCC32)cc1 (stereo unspecified)
  ·	-1%	·	0	-11%	·	·
11: OCC1(CN2CCCC2)CCN(Cc2cccc3cc[nH]c23)CC1
  2%	1%	-3%	13	-1%	?	?
12: COc1ccnc(CN2CCN(C)C3(CCC(=O)N(C)CC3)C2)c1OC (stereo unspecified)
  ?	-9%	-1%	4	9%	1%	-16%
13: Cc1ccc(C)c(NC(=O)Cn2cc(C(=O)c3ccncc3)c(=O)c3cc(F)ccc32)c1
  ·	-8%	·	8	-9%	·	·
14: O=C(Cn1nc2n(c1=O)CCCCC2)NCc1ccccc1Br
  i	-25%	-13%	2	-1%	-15%	-2%
15: Clc1ccc(C2Cn3nnc(-c4noc(C5CC5)n4)c3CO2)cc1 (stereo unspecified)
  i	14%	6%	10	7%	?	?
16: O=C(NCCc1ccc(Cl)cc1)c1nc(-c2ccc(F)cc2)c2cnccn12
  3%	-8%	1%	5	2%	-9%	?
17: COc1cc(-c2noc(-c3nnn(-c4ccc(Cl)cc4)c3C)n2)cc(OC)c1OC
  ·	-16%	·	1	-1%	·	·
18: COc1ccccc1CN1CCCn2nc(C)c(-c3ccccc3C(N)=O)c21
  -13%[88.5 µM]	3.5µM*	-3%[172 µM]	13	?	?	22µM*
19: Cc1noc(-c2cccn3c(CNC(=O)c4cccc(N(C)C)c4)nnc23)n1
  i	132%[activator]	-1%	1	-7%	-14%	-19%
20: COc1ccc(CCNC(=O)Cn2cccc2-c2nc(-c3ccc(F)cc3)no2)cc1OC
  -21%	4%	0%	28	-25%	-13%	?

# Reprinted at random: 6 entries already listed
# Every second line gives: GPT2 inhibitor	SNCA expr inhib	Luciferase inh	IP6K1 inh	SNCA viab count	3T3 cytotox	HEK293 tox
17: COc1cc(-c2noc(-c3nnn(-c4ccc(Cl)cc4)c3C)n2)cc(OC)c1OC
  ·	-16%	·	1	-1%	·	·
18: COc1ccccc1CN1CCCn2nc(C)c(-c3ccccc3C(N)=O)c21
  -13%[88.5 µM]	3.5µM*	-3%[172 µM]	13	?	?	22µM*
3: COCC(=O)Nc1c(C(=O)OC)n(CCCc2ccccc2)c2ncc(NC(C)CCO)cc12 (stereo unspecified)
  i	?	3%	8	?	-26%	?
12: COc1ccnc(CN2CCN(C)C3(CCC(=O)N(C)CC3)C2)c1OC (stereo unspecified)
  ?	-9%	-1%	4	9%	1%	-16%
8: Cc1ccc(CNC(=O)c2cccc(N3CCCS3(=O)=O)c2)cc1
  ·	-6%	·	37	9%	·	·
7: CNCCN(C)C(=O)C1CCCN(C2CCN(C3Cc4ccccc4C3)CC2)C1 (stereo unspecified)
  -12%	3%	-2%	14	-16%	?	?

# The list goes on:
# Every second line gives: GPT2 inhibitor	SNCA expr inhib	Luciferase inh	IP6K1 inh	SNCA viab count	3T3 cytotox	HEK293 tox
21: Cc1ccccc1OCc1nnc(SCc2cc(=O)c3ccc(C)c(C)c3[nH]2)n1C
  ·	8%	·	-1	4%	·	·
22: Cc1cccc(C(=O)NC2CCN(c3cn[nH]c(=O)c3)CC2)c1
  i	-5%	-5%	5	-7%	-12%	-14%
23: CN1C(=O)C2(CCN(C(=O)C3(c4ccccc4)CC3)CC2)c2ccccc21
  i	-15%	9%	-4	-21%	?	?
24: COc1ccc(NC(=O)C2CCCN(S(=O)(=O)c3c(C)n[nH]c3C)C2)cc1OC (stereo unspecified)
  ·	40%[activator]	·	3	0%	·	·
25: COc1ccc(NC(=O)C(Cc2ccccc2)NS(=O)(=O)c2ccc(Br)s2)cc1OC (stereo unspecified)
  ·	-30%	·	27	-12%	·	·
26: CC(=O)c1cc(C(=O)N2C[C@H]3CC[C@@H]2CN(CCCc2ccccc2)C3)cs1
  i	20%	6%	-7	2%	?	?
27: Cc1cc(C(=O)N2CC[C@H]3C(=O)NCCCCCCN(Cc4ccncc4)[C@@H]3C2)nn1C
  i	12%	-4%	11	3%	-12%	-7%
28: CCc1noc(-c2ccn3c(CNC(=O)c4ccc(F)cc4Cl)nnc3c2)n1
  i	5%	10%	19	4%	i	i
29: COC(=O)c1ccc(-n2c(/C=C\c3cccc(Br)c3)nc3ccccc3c2=O)cc1
  ·	-15%	·	-8	-11%	·	·
30: Cc1noc(C)c1CO[C@@H]1COCC[C@H]1NC1CSCCSC1
  2%	-5%	1%	2	-5%	i	5%
31: Cc1nc2c(c(-c3ccc(O)cc3)n1)CN(C(=O)c1ccccc1Cl)CC2
  -7%	11%	-2%	6	4%	-11%	-22%
32: CCOC(=O)N1[C@@H](c2ccccc2)[C@@H](C(=O)O)C[C@]12CCCCN(CCOC)C2=O
  ·	·	·	2	·	?	-10%
33: O=C(Cn1ccn2nc(-c3ccccc3)c(CO)c2c1=O)N1CCCCCC1
  -8%	40%[activator]	-10%	-2	-6%	-27%	-29%
34: O=C(Cn1nc2n(c1=O)CCCCC2)NCc1ccccc1Cl
  i	-21%	-4%	4	-6%	1%	4%
35: N#C/C(=C\c1ccc(O)cc1)C(=O)NCC1CCCO1 (stereo unspecified)
  ·	21%	·	21	-7%	·	·
36: Cc1ccccc1C(=O)Nc1cccc(C(=O)OCc2cc(=O)n3c(C)csc3n2)c1
  ·	-4%	·	-23	-6%	·	·
37: Cn1ncc2c(C(=O)NCc3cccc(Cl)c3)cc(-c3ccccc3)nc21
  i	4%	·	4	-15%	-25%	-20%
38: Cc1noc(-c2ccc(N3CCN(C/C=C/c4ccccc4)CC3)nc2)n1
  -5%	23%	5%	1	-2%	?	?
39: CCOc1ccccc1CNCCNC(=O)c1nonc1N
  ·	-14%	·	8	2%	·	·
40: O=C(c1ccc(C(F)(F)F)cc1)N1CCCC2(CC(c3cccc(C(F)(F)F)c3)=NO2)C1 (stereo unspecified)
  i	11%	·	-3	-3%	i	i
41: CN(Cc1cccnc1)C1CN(C(=O)C2CCC2)C1
  i	70%[activator]	?	-8	-2%	1%	-2%
42: CN1C[C@H](NCc2nccn2C)CCC[C@@H](C(=O)NCc2cc(F)cc(F)c2)CC1=O
  3%[88.5 µM]	2%[87.6 µM]	5%[172 µM]	-14	5%[87.6 µM]	1%[174 µM]	4%[172 µM]
43: CCC(C)c1ccc(OCC(=O)Nc2cccc3ccc(C)nc23)cc1 (stereo unspecified)
  ·	11%	·	5	3%	·	·
44: CN(CC1CCOCC1)C(=O)c1cc(Cl)ccc1F
  -13%	-21%	3%	23	3%	3%	-3%
45: O=C(c1cccc(Cl)c1)N1CCc2nc(C3CC3)nc(-c3ccc(O)cc3)c2C1
  i	2%	·	21	4%	?	?
46: CCOc1ccccc1C1NC(=O)N(CC(=O)Nc2cccc(C)c2C)C2=C1C(=O)OC2 (stereo unspecified)
  -16%	2%	5%	-3	9%	-4%	3%
47: COc1ccc(-c2noc(CSc3nc4ccccc4[nH]3)n2)cc1OC
  ·	?	·	4	-19%	·	·
48: COc1ccc(OC2CN(Cc3ccc(C(F)(F)F)cc3)C2)cc1
  i	-2%	·	2	3%	?	-22%
49: COc1ccccc1-c1ccnc(N[C@H]2CO[C@H]3[C@@H]2OC[C@@H]3NC(=O)N2CCOCC2)n1
  1%	-14%	-7%	-3	0%	0%	-4%
50: O=C(Nc1ccccc1)N1CCC2(C1)C(=O)N(CCc1ccccc1)c1ccccc12 (stereo unspecified)
  -29%&-3%	-5%&-7%	-10%&-9%	2&13	-5%&-6%	?	?
51: Cc1cc(C)cc(-n2c(C)cc(C(=O)C(=O)Nc3nnc(C)s3)c2C)c1
  ·	16%	·	-15	-5%	·	·
52: CNC(=O)[C@@H](C1CC1)N1CCC[C@H]1C(=O)NCC(C)C
  -3%[88.5 µM]	12%[87.6 µM]	-3%[230 µM]	-14	1%[87.6 µM]	0%[230 µM]	2%[230 µM]
53: O=C(O)c1ccnc(-c2cc(C(=O)NCCc3ccccc3)ccn2)c1
  5%	·	·	-13	4%	·	·
54: COc1ccc(C2Cn3nnc(C(=O)N4CCC(C(=O)NCc5ccc(C)cc5)CC4)c3CO2)cc1 (stereo unspecified)
  i	3%	?	-5	-10%	-23%	-5%
55: O=C(CCS(=O)(=O)c1nc(-c2ccc3c(c2)OCO3)cc(C(F)(F)F)n1)Nc1ccccc1C(F)(F)F
  ·	?	·	-15	-15%	·	·
56: O=C(c1ccccc1Cl)N1CCCC(C(=O)N2CCC(N3Cc4cccn4C3=O)CC2)C1 (stereo unspecified)
  i	28%	·	-3	3%	-22%	-26%

# Copied from the list:
# O=C(c1ccccc1Cl)N1CCCC(C(=O)N2CCC(N3Cc4cccn4C3=O)CC2)C1 (stereo unspecified) @ IP6K1 inh = -3
# COc1ccccc1-c1ccnc(N[C@H]2CO[C@H]3[C@@H]2OC[C@@H]3NC(=O)N2CCOCC2)n1 @ GPT2 inhibitor = 1%
# O=C(Nc1ccccc1)N1CCC2(C1)C(=O)N(CCc1ccccc1)c1ccccc12 (stereo unspecified) @ IP6K1 inh = 2&13

# High-throughput results: PubChem, National Center for Advancing Translational Sciences (NCATS)
